High-throughput results: PubChem BioAssay, Icahn School of Medicine at Mount Sinai
ROC1-CUL1 inh – inhibitors of human ROC1-CUL1 ubiquitin ligase activity; P62877+Q13616; in vitro K48 di-Ub FRET, acceptor:donor ratio, 45 min; inhibition, % at 10 µM; 0.6% of 140,000 active; AID 1347404; in the data active = inhibition above about 25%
Target sequence (P62877 whole entry, looked up): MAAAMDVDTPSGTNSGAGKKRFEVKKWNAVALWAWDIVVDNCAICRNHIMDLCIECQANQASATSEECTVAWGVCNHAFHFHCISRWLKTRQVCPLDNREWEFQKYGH
Target sequence (Q13616 whole entry, looked up): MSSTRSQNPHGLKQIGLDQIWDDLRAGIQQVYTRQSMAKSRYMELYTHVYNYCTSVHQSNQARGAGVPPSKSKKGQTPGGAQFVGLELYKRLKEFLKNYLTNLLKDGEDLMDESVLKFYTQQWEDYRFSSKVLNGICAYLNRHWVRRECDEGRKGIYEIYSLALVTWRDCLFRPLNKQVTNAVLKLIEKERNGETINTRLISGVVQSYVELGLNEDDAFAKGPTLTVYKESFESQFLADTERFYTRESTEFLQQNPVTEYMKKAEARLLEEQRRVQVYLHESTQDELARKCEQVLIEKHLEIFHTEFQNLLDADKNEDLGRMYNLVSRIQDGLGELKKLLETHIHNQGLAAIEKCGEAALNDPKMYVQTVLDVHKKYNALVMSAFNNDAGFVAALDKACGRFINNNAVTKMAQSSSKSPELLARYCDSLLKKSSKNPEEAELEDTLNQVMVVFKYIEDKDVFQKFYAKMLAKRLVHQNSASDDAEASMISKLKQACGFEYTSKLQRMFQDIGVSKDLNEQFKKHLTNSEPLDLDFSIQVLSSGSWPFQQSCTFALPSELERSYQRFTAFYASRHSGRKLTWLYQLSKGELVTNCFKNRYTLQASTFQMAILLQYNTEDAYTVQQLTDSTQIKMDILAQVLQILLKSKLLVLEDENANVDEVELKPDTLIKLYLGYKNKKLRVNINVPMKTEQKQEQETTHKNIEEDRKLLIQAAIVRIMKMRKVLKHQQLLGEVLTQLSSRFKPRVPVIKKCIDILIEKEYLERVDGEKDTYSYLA
Numbers without * were called inactive; & = joins results of further samples. A portion of the library. The share of hits here may be higher or lower than overall.

SMILES	ROC1-CUL1 inh
COc1cc(-n2ncc(Cl)c(Cl)c2=O)nc(Oc2ccc(C)c(C)c2)n1	-3
CCCn1c(=O)c2c(nc3n2CC(C)=NN3CCC(C)C)n(C)c1=O	1
CCOC(=O)c1cccc(NC(=O)NCCc2c(C)nn(C)c2C)c1	4
CCOC(=O)c1sc(NC(=O)C(F)(F)F)c(C#N)c1C	8
COc1cccc(OCc2nc(C(=O)N3[C@H](C)CCC[C@@H]3C)co2)c1	-3
CCCC(=O)Nc1cccc(C)c1	12
CC(C)C(C)/C=C/C(C)C1CCC2C3CC(=O)C4CC(Cl)CCC4(C)C3CCC12C (configuration not stated)	3
Cn1ccnc1Sc1ccc(/C=N/NC(=O)c2ccccc2[N+](=O)[O-])cc1[N+](=O)[O-]	-4
O=C(O)C(Cc1c[nH]c2ccccc12)N1C(=O)C2C3c4ccccc4C(c4ccccc43)C2C1=O (configuration not stated)	3
COc1ccccc1C(=O)n1nc(-c2ccco2)nc1NCc1ccc(Cl)cc1	3
CC(=O)Nc1nonc1-c1nnc(SCC(=O)Nc2ccc(C)cc2C)n1C	-5
CCC(C)NC(=O)c1cc(-c2cccc(OC)c2)on1 (configuration not stated)	2
CO[C@@H]1[C@H]2OC(C)(C)O[C@H]2O[C@@H]1[C@H](O)Cn1c(=O)n(C[C@@H](O)[C@H]2OC3OC(C)(C)OC3[C@H]2OC)c2ccc(Cl)cc21 (some centres not stated)	-5
Cc1nc(N(C)C2CCCCC2)ncc1C(C)NC(=O)C(C)(C)C (configuration not stated)	8
COc1cccc(N2CCN(C(=O)CCS(=O)(=O)c3ccc4c(c3)CC(=O)N4C)CC2)c1	-12
O=C(O)c1ccc(N(c2ccccc2)c2ccccc2)cc1	1
O=c1[nH]c(=S)cnn1C1CCCO1 (configuration not stated)	-4
CCCCc1ccc(S(=O)(=O)NC(C)(C)C)cc1	2
CC(C)C1C2c3ccccc3C(c3ccccc32)C1C(=O)Nc1cc(Cl)cc(Cl)c1 (configuration not stated)	9
Cc1cc(Cl)c(S(=O)(=O)N2CCCC2)cc1OCC(N)=O	5
COc1ccc(C)cc1NC(=O)c1c(C)oc2ncn(CC(C)C)c(=O)c12	4
N#CC1=c2s/c(=C\c3ccc(-c4ccccc4)o3)c(=O)n2C(=N)C(C#N)C1c1ccc(-c2ccccc2)o1 (configuration not stated)	56*
OC(CN1CCNCC1)Cn1c2ccc(Br)cc2c2cc(Br)ccc21 (configuration not stated)	3
CC(=O)Nc1sc2c(c1C(c1cccc(Br)c1)N1CCOCC1)CCCC2 (configuration not stated)	13
COc1ccc2c(c1)SC(c1ccccc1OC)CCN2Cc1ccccc1O (configuration not stated)	1
Remaining list, next part:
SMILES	ROC1-CUL1 inh
CC1(C)CCC(N2CCCCC2)=CC1=O	-1
Cc1cc(OCC(=O)Nc2sc(C)c(C)c2C(N)=O)c(C(C)C)cc1Br	2
COc1ccc(-n2ncc(C(=O)NCCN3CCOCC3)c2C2CCN(C(=O)OC(C)(C)C)CC2)cc1	-6
CCOC(=O)C1=C(C)N=C(C)C(C(=O)OCC)C1c1ccc(-c2ccc(Br)cc2)o1 (configuration not stated)	12
O=C(O)c1cc2n(n1)C(C(F)(F)F)CC(c1ccc(F)cc1)N2 (configuration not stated)	5
CCSc1nnc(NC(=O)CSc2ccccc2)s1	13
CC(C)C1=NN(c2ccccc2)S2=C1C(C(C)C)=NN2c1ccccc1	-3
O=C(NCCc1cccs1)c1ccc(Cn2c(SCc3ccccc3)nc3cccnc32)cc1	-2
CCc1ccccc1NS(=O)(=O)c1ccc2nc(-c3ccccc3)[nH]c2c1	-6
O=S(=O)(NCCS(=O)(=O)N1CCN(c2ccccc2)CC1)c1ccc(Br)cc1	2
Cc1cccc(N(CC(=O)Nc2ccccc2C(=O)NCCc2ccccc2)S(C)(=O)=O)c1C	-6
CC(CN(C)C)C(=O)c1ccsc1 (configuration not stated)	-8
COc1ccccc1CNC(=O)c1cnc2c(-c3ccccc3)c(C)nn2c1C	-9
CCCSc1nc2sc3c(c2c(=O)n1-c1ccc(Cl)cc1)CCCC3	-23
Cc1ccsc1/C=N/NC(=O)COc1ccc(Br)cc1	5
N/C(=N\c1nc2c(c(=O)[nH]1)CCCC2)Nc1ccc(Cl)cc1	1
CCN(CC)C(=O)c1ccc2c(c1)nnn2C	-1
COc1ccc(-c2cc(C(=O)Nc3ccc(C(=O)N4CCOCC4)cc3)c3cc(C)ccc3n2)cc1	9
CCOc1ccccc1NC(=O)CSc1nnc(COc2ccccc2C)n1C	9
CCOC(=O)c1cc2c(=O)n3ccccc3nc2n(Cc2ccco2)c1=NC(=O)c1ccc(C(C)(C)C)cc1	8
CC(C)Cn1c(SCc2ccc(Br)cc2)nnc1-c1ccccc1	-11
Cc1nn(-c2ccccc2)c(Cl)c1C1c2c(n[nH]c2-c2ccccc2)OC(=N)C1C#N (configuration not stated)	-6
Cc1cc(N2CCN(C)CC2)nc2ccc(NC(=O)Nc3ccccc3Br)cc12	0
Cn1ccnc1-c1c(-c2ccccc2)nc(-c2ccccc2)c(-c2nccn2C)c1-c1ccccc1	0
CC1Cc2ccccc2N1C(=O)C1CCN(C(=O)c2ccccc2)CC1 (configuration not stated)	10
Additional records
SMILES	ROC1-CUL1 inh
N#CC1C(=N)N2C(=C(C(N)=O)C1c1ccccc1)SCC2(O)c1ccccc1 (configuration not stated)	12
CN(C)S(=O)(=O)N(CC(=O)Nc1ccc(C(F)(F)F)cc1)c1ccccc1	-1
O=C(Nc1ccccc1Cl)C1CCN(C(=O)c2ccccc2F)CC1	10
O=C(CC1CCCCC1)NCCOc1ccccc1	-4
CCCCN(C)C(=O)c1ccc2c(c1)N(Cc1cccc(F)c1)C(=O)c1ccccc1S2	6
COc1ccc(-c2nc(C)c(CCNC(=O)Cc3ccc(F)cc3)s2)cc1OC	1
Cc1ccc2nc3ccccc3c(-c3ccccc3)c2c1	1
CCN(Cc1ccncc1)C1CCCN(Cc2ccccc2F)C1 (configuration not stated)	-1
Cc1ccc(Cn2cc(CO)c3ccccc32)cc1	6
CCC(=O)Nc1cc(C(=O)NCc2ccc(C)cc2)ccc1S(=O)(=O)c1ccc(C)cc1	-3
Cc1ccc(C2c3c(n[nH]c3C)C(=O)N2c2ccc(Br)cc2)cc1 (configuration not stated)	-3
CCCCNC(=O)C1CC(=O)c2sc(NC(=O)C3CCC3)nc2C1 (configuration not stated)	9
Nc1c(C(=O)O)sc2nc3c(cc12)CCCC3	7
CCOC(=O)c1ccccc1NC(=O)CSc1cn(CC(=O)N2CCCCCC2)c2ccccc12	-4
Cc1c(C(=O)NC(C)c2ccc3c(c2)OCO3)c(-c2ccccc2)nn1-c1ccccc1 (configuration not stated)	-5
Fc1ccc(CNc2ccc(N3CCN(Cc4ccccc4)CC3)cc2)cc1	-6
COC(=O)[C@@H](NC(=O)CCC1(Cc2ccc3ccccc3c2)CCC(=O)N1)C(C)C (some centres not stated)	-2
CCOC(=O)c1c(NC(=O)CSc2nnc(CCCCCN3C(=O)c4cccc5cccc(c45)C3=O)o2)sc(C)c1C	8
CC(C)(C)C1CC=C2C(C#N)C(=N)C(C#N)(c3ccccc3)C(C#N)C2C1 (configuration not stated)	3
C=CCNC(=S)NNC(=O)c1cccs1	-1
Cc1ccc(S(=O)(=O)N(CC(=O)Nc2ccccc2C(C)C)c2cccc(C(F)(F)F)c2)cc1	-4
COc1ccc(OC2CCN(C3CCCC3)CC2)c(C(=O)N2CCNC(=O)CC2)c1	8
Cc1ccc(S(=O)(=O)N2CCCC2)cc1C(=O)N1CCN(Cc2ccccc2)CC1	2
CN(C)c1nc(OCCOC(=O)Nc2ccc(Cl)cc2Cl)nc(N(C)C)n1	4
Cc1cccc(N2C(=O)C(Cl)=C(N(C)c3ccccc3)C2=O)c1	9

Some of the entries above, reformatted.
Cc1ccc(S(=O)(=O)N(CC(=O)Nc2ccccc2C(C)C)c2cccc(C(F)(F)F)c2)cc1
  ROC1-CUL1 inh = -4
COc1ccc(OC2CCN(C3CCCC3)CC2)c(C(=O)N2CCNC(=O)CC2)c1
  ROC1-CUL1 inh = 8

Next entries.
SMILES	ROC1-CUL1 inh
Cc1ccc(C(=O)c2oc3ccccc3c2NC(=O)Cc2coc3c(C)c(C)ccc23)cc1	-6
CC(CNC(=O)Cn1c(-c2cccs2)cc2ccccc21)c1ccccc1 (configuration not stated)	-2
CC1=C(C(=O)N2CCCC(CCC(=O)NC3CC3)C2)OCCO1 (configuration not stated)	-1
Nc1ccc2c(c1)OC1(CCCC1)O2	-15
CCOC(=O)C1=C(c2ccccc2)N=c2s/c(=C\c3ccco3)c(=O)n2C1c1cccc(OC)c1OC (configuration not stated)	-5
CCOc1ccc(-c2cn3c(n2)sc2cc(C(=O)NC(C)C45CC6CC(CC(C6)C4)C5)ccc23)cc1 (configuration not stated)	-10
CC1(C)CC(=O)C2=C(C1)N(Cc1ccccc1)C(=N)C(C#N)C2c1ccc(Cl)cc1 (configuration not stated)	0
CCCc1cnc(-c2cccc(-c3ccn(Cc4nnc(C)o4)n3)c2)nc1	9
COc1ccc(-c2c(C)c3ccc(O)c(CN4CCN(C)CC4)c3oc2=O)cc1OC	10
CCN(CC)C(=O)Cn1cc(C(=O)NCCc2ccco2)nn1	-8
O=C(Oc1ccccc1F)c1nc(SCc2ccc(F)cc2)ncc1Cl	0
CCCCc1ccc(N2CC(=O)C(c3nc4ccccc4s3)C2=N)cc1 (configuration not stated)	-4
Cc1ccc(-c2nn3c(C)nnc3c3ccccc23)cc1S(=O)(=O)NC(C)(C)CO	-10
C=CCNC(=O)c1c(NC(=O)c2cccs2)sc2c1CCC(C(C)(C)C)C2 (configuration not stated)	4
O=C(CC1Sc2ccccc2NC1=O)Nc1cccc(C(F)(F)F)c1 (configuration not stated)	10&4
O=C1CSc2cc(Br)ccc2N1	-4
CCC(=O)N1CCN(c2nc3c([nH]2)c(=O)n(C)c(=O)n3C)CC1	-5
COc1cccc2c1cc1c(=O)n(CC(=O)N3CCN(c4cccc(C)c4C)CC3)nc(C)n12	2
CCOC(=O)C1(CCOC)CCCN(C/C(C)=C/c2ccco2)C1 (configuration not stated)	5
c1ccc2c(c1)nnn2CN(Cn1nnc2ccccc21)Cn1nnc2ccccc21	-1
Cc1cccc(NC(=O)C(C)C)c1	-4
Nc1ccc2c(c1)OC1(O)c3ccccc3C(=O)C21O (configuration not stated)	-3
CC(C)(C)C(=O)N1CCN(c2ccc(NC(=O)c3cc4ccccc4o3)cc2)CC1	9
Cc1ccc2oc(C(Cl)(Cl)Cl)cc(=O)c2c1	2
O=C(COc1ccc2ccccc2c1)Nc1ccncc1	-13
Following part:
SMILES	ROC1-CUL1 inh
Cc1oc(-c2cccc(NC(=O)c3ccccn3)c2)nc1CNC(=O)CCc1ccc2c(c1)OCO2	-3
COc1ccccc1N1C(=O)c2ccc(C(=O)Nc3cccc(NC(=O)c4ccc5c(c4)C(=O)N(c4ccccc4OC)C5=O)n3)cc2C1=O	3
O=C(Nc1ccccc1C(F)(F)F)c1nc2nc(-c3cccs3)cc(C(F)(F)F)n2n1	-10
CC1(C)Cc2c(sc3c2c(=O)n(-c2ccccc2)c2nnc(SCc4ccc5ccccc5c4)n32)CO1	-5
COc1ccc(/C=N/Nc2nc(-c3ccc(Br)cc3)cs2)cc1OC	-2
COc1ccc(OC)c(CCNC(=O)C2CCN(c3ncnc4c3nc3n4CCCCC3)CC2)c1	4
COc1ccc(CCN(CC2CCN(C)CC2)C(=O)CSC)cc1	0
O=C(CSc1nnc(-c2cccnc2)n1-c1ccccc1)OC1CCCCC1	3
CCc1[nH]c2ccccc2c1C(C)c1cccnc1 (configuration not stated)	-11
CC1CCN(c2c(C#N)c(Cl)nc3ccccc23)CC1	-13
O=c1cc(N2CCN(CCc3ccccc3)CC2)c2ccccc2o1	4
COc1ccccc1OCC(=O)Nc1ccc(OCC(=O)O)cc1	9
Cc1ccc2cccc(NC(=O)c3ccc(-c4ccc(Cl)cc4Cl)o3)c2n1	-5
COc1ccc(C(=O)NC(C)c2ccccc2)cc1I (configuration not stated)	-5
CCOC(=O)N1CCN(CC(O)COc2ccc(CC)cc2)CC1 (configuration not stated)	8
Clc1ccc(SNc2nccs2)cc1	7
CCCCS/C=C1\CCCC(C)(C)C1(O)CSc1nccn1C (configuration not stated)	4
CC(=O)Nc1c(C)nn(-c2ccccc2)c1N1CCC(C(=O)Nc2ccccc2C(F)(F)F)CC1	-7

By substructure, the entries above containing an aryl thioether with sulfur outside any ring (13)
SMILES	ROC1-CUL1 inh
Cn1ccnc1Sc1ccc(/C=N/NC(=O)c2ccccc2[N+](=O)[O-])cc1[N+](=O)[O-]	-4
CC(=O)Nc1nonc1-c1nnc(SCC(=O)Nc2ccc(C)cc2C)n1C	-5
CCSc1nnc(NC(=O)CSc2ccccc2)s1	13
O=C(NCCc1cccs1)c1ccc(Cn2c(SCc3ccccc3)nc3cccnc32)cc1	-2
CCCSc1nc2sc3c(c2c(=O)n1-c1ccc(Cl)cc1)CCCC3	-23
CCOc1ccccc1NC(=O)CSc1nnc(COc2ccccc2C)n1C	9
CC(C)Cn1c(SCc2ccc(Br)cc2)nnc1-c1ccccc1	-11
CCOC(=O)c1ccccc1NC(=O)CSc1cn(CC(=O)N2CCCCCC2)c2ccccc12	-4
CCOC(=O)c1c(NC(=O)CSc2nnc(CCCCCN3C(=O)c4cccc5cccc(c45)C3=O)o2)sc(C)c1C	8
O=C(Oc1ccccc1F)c1nc(SCc2ccc(F)cc2)ncc1Cl	0
CC1(C)Cc2c(sc3c2c(=O)n(-c2ccccc2)c2nnc(SCc4ccc5ccccc5c4)n32)CO1	-5
O=C(CSc1nnc(-c2cccnc2)n1-c1ccccc1)OC1CCCCC1	3
CCCCS/C=C1\CCCC(C)(C)C1(O)CSc1nccn1C (configuration not stated)	4
